MITF inh: human MITF inhibition, primary screen. inhibition, % at 2.6 µM. AID 1259374. AlphaScreen MITF homodimerization, bead proximity signal. actives 0.91% (n = 650,000). O75030; in the data active = inhibition above about 50%;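 note: 0% = vehicle wells with protein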
Target sequence (O75030 whole entry, looked up): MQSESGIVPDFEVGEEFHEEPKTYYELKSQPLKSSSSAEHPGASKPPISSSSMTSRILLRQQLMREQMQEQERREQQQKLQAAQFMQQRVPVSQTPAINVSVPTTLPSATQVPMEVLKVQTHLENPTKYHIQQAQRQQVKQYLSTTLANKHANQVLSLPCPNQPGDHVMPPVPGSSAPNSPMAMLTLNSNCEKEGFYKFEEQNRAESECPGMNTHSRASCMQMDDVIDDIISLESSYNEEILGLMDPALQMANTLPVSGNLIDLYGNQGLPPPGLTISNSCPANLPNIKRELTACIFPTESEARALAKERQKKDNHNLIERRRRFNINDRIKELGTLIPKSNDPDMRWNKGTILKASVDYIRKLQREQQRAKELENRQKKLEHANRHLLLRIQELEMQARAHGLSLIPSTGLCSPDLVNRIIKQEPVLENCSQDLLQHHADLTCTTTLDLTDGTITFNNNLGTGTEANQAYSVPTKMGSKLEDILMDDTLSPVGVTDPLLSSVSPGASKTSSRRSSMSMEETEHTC
FBW7 act: activators of human E3 ligase FBW7 | Q969H0 | AlphaScreen FBW7–phospho-cyclin E peptide binding, activator screen | normalized activity (activation), % at 26.1 µM | actives 0.13% (n = 650,000) | AID 1259310; in the data active = normalized activity above about 1.9%;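 note: purified mutant Fbw7 with reduced substrate affinity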
TEAD-YAP inh: TEAD-YAP interaction inhibition | HEK-TIYL cells, TEAD-Gal4/YAP UAS-luciferase luminescence | inhibition, % at 9.12 µM | actives 1.4% (n = 640,000) | AID 1259422; in the data active = inhibition above about 32%;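 note: 0% = median of test compound wells and 100% = reference inhibitor wells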
GPR151 ag: human GPR151 activation; Q8TDV0; PathHunter beta-arrestin GPR151 cells, luminescence; activation, % at 11.2 µM; actives 1% (n = 650,000); AID 1508602; in the data active = activation above about 4.9%;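 note: 0% = median of compound wells and 100% = cells with positive control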
Target sequence (Q8TDV0 whole entry, looked up): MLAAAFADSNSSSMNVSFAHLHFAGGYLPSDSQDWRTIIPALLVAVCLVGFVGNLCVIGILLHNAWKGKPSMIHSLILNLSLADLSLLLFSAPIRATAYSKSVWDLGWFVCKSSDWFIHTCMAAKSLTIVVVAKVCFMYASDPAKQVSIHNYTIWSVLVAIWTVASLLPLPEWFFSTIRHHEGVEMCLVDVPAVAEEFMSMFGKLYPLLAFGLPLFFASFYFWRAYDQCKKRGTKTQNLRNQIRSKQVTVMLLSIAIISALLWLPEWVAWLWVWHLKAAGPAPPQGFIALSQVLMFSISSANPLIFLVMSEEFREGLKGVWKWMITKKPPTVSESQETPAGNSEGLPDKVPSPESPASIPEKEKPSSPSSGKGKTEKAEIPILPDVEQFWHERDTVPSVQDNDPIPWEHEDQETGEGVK
* = called active by the depositor.

SMILES	MITF inh	FBW7 act	TEAD-YAP inh	GPR151 ag
CCc1ccccc1N1C(=O)Nc2ccccc2N1O	16.6	0.0	6.3	0.6
Cc1cc([N+](=O)[O-])ccc1N1C(=O)C2C3c4ccccc4C(c4ccccc43)C2C1=O (configuration not stated)	5.2	-0.3	-1.9	1.1
CN(CC(=O)Nc1ccc(F)c(F)c1F)S(=O)(=O)c1cccc(Br)c1	9.2	0.2	-2.7	0.9
COc1ccc(-c2nnc(SCC(=O)NCc3ccccc3Cl)nc2-c2ccc(OC)c(OC)c2)cc1OC	-8.3	-0.1	-3.4	-0.3
Cn1ccc(C(=O)NC(=S)Nc2cc([N+](=O)[O-])ccc2O)n1	12.4	0.0	-50.1	0.0
COc1ccc(CCNc2nc(Nc3cccnc3)nc3c2ncn3CCN2CCCC2=O)cc1	17.1	0.2	-6.4	1.9
COCCOC(=O)C1=C(C)NC(=S)NC1c1ccc(F)cc1 (configuration not stated)	15.0	-0.2	1.0	-1.8
O=C(CCc1n[nH]c(=O)[nH]c1=O)Nc1cccc(Br)c1	-16.3	0.1	-7.3	-0.3
CCCCCCOc1ccccc1/C=C1/N=C(c2ccc(Cl)cc2)OC1=O	7.8	0.1	3.4	0.0
O=C(Nc1cccc([N+](=O)[O-])c1)C1CCN(C(=O)c2ccc(F)cc2)CC1	3.1	0.1	2.4	1.4
CCCNC(=O)c1ccc(N(Cc2ccccc2)S(C)(=O)=O)cc1	-6.2	-0.1	6.1	0.1
O=C(OCC(=O)N1CCCC1)c1c(Cl)ccc(Cl)c1Cl	2.5	-0.1	4.4	-0.5
CC1=CC(=O)C(N(C)c2ccccc2)=CC1=O	23.6	-0.1	-15.2	-0.7
Cc1ccc(-n2c(=S)sc3c(=O)n(-c4ccccc4)c(SCC(=O)NCc4ccccc4)nc32)cc1C	11.6	-0.1	0.8	1.2
c1cn(-c2ccc(Nc3nccc(Nc4ccc5c(c4)OCO5)n3)cc2)cn1	9.8	-0.1	36.3*	1.6
CCOC(=O)c1sc2nc(SCC(=O)Nc3ccc(OCC)cc3)n(Cc3ccc(OC)cc3)c(=O)c2c1C	1.4	-0.1	-1.0	-0.3
CC(C)C(C(=O)O)N1C(=O)c2ccc(C(=O)O)cc2C1=O (configuration not stated)	5.7	0.4	3.1	-0.7
O=C(O)c1ccccc1C(=O)c1ccc(O)cc1O	12.8	0.4	-7.7	1.1
O=C(CN1C(=O)CC(c2ccco2)Sc2ccccc21)NCc1ccc2c(c1)OCO2 (configuration not stated)	-0.4	-0.1	1.0	0.4
COc1ccc(Nc2nc3cc(C)ccc3nc2NS(=O)(=O)c2ccc(Cl)cc2)cc1	1.6	0.6	-3.7	0.0
Cc1ccc(CNC(=O)c2cc(-c3ccccc3)nc3ccccc23)cc1	19.1	0.0	9.2	0.0
Cc1cc(NCC(C)C)n2c(nc3ccccc32)c1C#N	-3.2	0.1	7.4	3.4
O=C(COC(=O)c1cc2ccccc2cc1O)Nc1ccc(F)c(F)c1F	5.3	0.5	9.0	1.1
C/C(=N/N=C(\C)c1ccc(O)cc1)c1ccc(O)cc1	-2.5	0.0	-3.0	2.6
C=CCn1c(COc2cccc3ccc(C)nc23)nnc1SCC(=O)O	-14.8	-0.1	2.9	0.8

A second format for 5 compounds above:
Second line of a record – MITF inh, FBW7 act, TEAD-YAP inh, GPR151 ag
- O=C(CCc1n[nH]c(=O)[nH]c1=O)Nc1cccc(Br)c1
  -16.3, 0.1, -7.3, -0.3
- CCCCCCOc1ccccc1/C=C1/N=C(c2ccc(Cl)cc2)OC1=O
  7.8, 0.1, 3.4, 0.0
- O=C(Nc1cccc([N+](=O)[O-])c1)C1CCN(C(=O)c2ccc(F)cc2)CC1
  3.1, 0.1, 2.4, 1.4
- CCCNC(=O)c1ccc(N(Cc2ccccc2)S(C)(=O)=O)cc1
  -6.2, -0.1, 6.1, 0.1
- O=C(OCC(=O)N1CCCC1)c1c(Cl)ccc(Cl)c1Cl
  2.5, -0.1, 4.4, -0.5

Carrying on.
SMILES	MITF inh	FBW7 act	TEAD-YAP inh	GPR151 ag
COc1ccc(CN2CCC(CNC(=O)c3ccc(Br)s3)CC2)cc1	-9.4	-0.1	-1.7	-0.9
CC(=O)CC(=O)Nc1cc(Cl)cc(Cl)c1	9.5	0.2	1.8	2.1
CC(=O)N(C)c1ccc(NC(=O)N2CCOCC2)cc1	-1.7	-0.1	-3.5	2.1
CCn1c(SCC(=O)Nc2ccc(NC(C)=O)cc2)nc2ccccc2c1=O	21.0	0.0	8.3	-0.4
Cc1cc(C(=O)N2CCCC(c3nnc(-c4ccccc4F)s3)C2)c(C)o1 (configuration not stated)	2.5	0.0	-35.7	0.2
CCOC(=O)c1c(NC(=O)c2cc3nc(-c4ccc(OC)cc4)cc(C(F)(F)F)n3n2)sc2c1CCCC2	-2.6	0.2	-4.9	1.5
COc1ccccc1N1CCN(C(=O)CNC2CC2)CC1	2.5	-0.4	0.6	-0.9
Cc1n[nH]c(C)c1CCC(=O)NCCc1ccc(F)cc1	4.7	0.6	3.5	1.8
OC1CCN(C(c2cccc(C(F)(F)F)c2)c2nnnn2Cc2ccc(F)cc2)CC1 (configuration not stated)	8.5	0.1	7.6	0.1
Cc1cc2nc(CSc3ccccc3C(=O)O)cc(=O)n2o1	5.5	0.0	-4.3	-0.7
COc1cccc(Nc2nc(-c3ccc(OC)cc3OC)cs2)c1	7.0	-0.1	63.9*	0.8
O=C(Nc1ccc(F)cc1)N1CCN(c2nc(-c3ccc(Cl)cc3)cs2)CC1	-6.7	-0.2	-6.7	-1.1
COc1ccc(NC(=O)Cn2c(-c3cccc(C)c3)nc3ccccc3c2=O)cc1Cl	6.3	-0.1	3.2	-0.1
O=C(Nc1ccc(Br)cc1)/C(=C/c1ccccc1F)NC(=O)c1ccc(Br)cc1	8.7	0.0	-3.7	-0.9
CC(C)CC(c1nnnn1CC1CCCO1)N1CCN(C(=O)c2ccco2)CC1 (configuration not stated)	3.7	-0.1	2.4	0.9
COc1ccc(NC(=O)C2CCCN(c3nn4c(=O)cc(C)nc4s3)C2)cc1 (configuration not stated)	21.9	0.6	0.1	3.6
CCOCCCNCc1ccc(N(C)C)cc1	-12.2	-0.3	-1.0	-1.3
COc1ccc(C(=O)Nc2c(-c3ccccc3)nc3ccc(C)cn23)cc1	-16.6	0.0	-5.9	1.2
COc1ccc(CC(=O)Nc2sc3c(c2C#N)CC(C)(C)NC3(C)C)cc1	-9.1	0.1	-2.0	-0.6
NC(C(=O)N1CCC(Nc2ccc3cnccc3c2)CC1)c1ccc(Cl)cc1 (configuration not stated)	30.6	-0.1	-9.9	0.6
CC(=O)COC(=O)c1ccc2c(c1)C(=O)N(c1cccc3ccccc13)C2=O	-0.1	0.7	8.1	-1.0
CCn1c(=O)c2sccc2n2c(CCCC(=O)Nc3ccc(OC)c(OC)c3)nnc12	-3.6	0.2	7.0	-0.7
COc1ccc(N2C(=O)C3C(C2=O)C2(C)C(=O)C3(C)C(c3ccccc3)=C2c2ccccc2)c([N+](=O)[O-])c1 (configuration not stated)	1.1	-0.1	1.3	1.0
CC1CCCN(c2nc3c(c(=O)n(C)c(=O)n3C)n2CC(=O)c2ccc(Br)cc2)C1 (configuration not stated)	15.1	0.6	-1.0	0.0
OCCNc1nccn2c(-c3ccsc3)cnc12	5.6	0.1	-12.1	-1.5

Other results:
SMILES	MITF inh	FBW7 act	TEAD-YAP inh	GPR151 ag
CC(=O)c1cccc(Nc2nnc(C(C)(C)C)c(=O)[nH]2)c1	12.3	0.0	-2.2	-2.3
COc1ccc(NC(=O)COc2ccc3ccccc3c2)c([N+](=O)[O-])c1	-1.8	0.0	7.1	-0.6
CC(O)C(NC(=O)c1ccccc1Cl)C(=O)O (configuration not stated)	2.1	-0.1	19.1	0.3
CC1CCCCC1NC(=O)CCn1c(=O)oc2ccccc21 (configuration not stated)	1.9	0.2	-6.1	0.4
COc1ccc(OC)c(C(=O)COC(=O)c2cccc(C)c2C)c1	8.2	0.1	-19.3	1.2
O=C(c1cc2ccccc2oc1=O)N1CCN(c2ccc([N+](=O)[O-])cc2)CC1	0.5	-0.1	13.1	0.1
CNc1nc2ccccn2c(=O)c1/C=C1\SC(=S)N(Cc2ccco2)C1=O	13.0	0.2	11.1	0.1
CCOC(=O)CSc1nc2ccccc2c(=O)n1Cc1ccccc1OC	6.9	0.2	5.7	5.2*
NC(=O)C1(N2CCCCC2)CCN(c2ccc3nncn3n2)CC1	10.8	-0.1	-3.1	-0.4
COc1ccc(Nc2ncnc3c2c(-c2ccccc2)cn3-c2cccc(Cl)c2)cc1OC	17.1	0.1	4.7	-0.2
CN(C)S(=O)(=O)c1ccc2c(c1)CC(c1nc3ccc(-c4cn[nH]c4)cc3[nH]1)CO2 (configuration not stated)	3.2	0.3	0.2	1.1
CC(C)CNC(=O)C1Sc2nnc(-c3ccccc3)n2NC1c1ccccc1 (configuration not stated)	-6.1	0.1	-2.6	-0.8
Cc1nc(C)c(CC(=O)N2CCc3c([nH]c4ccccc34)C2c2ccccn2)s1 (configuration not stated)	13.9	0.1	2.2	-0.2
OC(CON=C1c2ccccc2-c2ccccc21)CN1CCN(c2ccccn2)CC1 (configuration not stated)	2.9	0.3	-2.1	2.2
Cc1cccc(N2CCN(C(=O)c3ccc(S(=O)(=O)CC4CCCO4)c([N+](=O)[O-])c3)CC2)c1C (configuration not stated)	-1.2	-0.1	15.5	0.4
Cc1cc(C)c2oc(-c3cc(NC(=O)c4ccc([N+](=O)[O-])c(C)c4)ccc3O)nc2c1	14.7	0.5	6.6	-0.5
O=C(Nc1cc(Cl)cc(Cl)c1)c1cc(S(=O)(=O)NC2CCCCCC2)ccc1F	17.3	0.1	-3.6	0.6
Cc1sc2nc(C)n3c(=O)n(CC(=O)NC4CCCC4)nc3c2c1C	-7.6	0.1	-1.0	-1.2
CC(=O)Nc1ccc(SCC(=O)Nc2ccc(OCc3ccccc3)cc2)cc1	11.9	0.0	9.3	-0.8
Nc1nc(Cl)cc(NCCc2ccc(O)cc2)n1	2.4	0.1	11.3	1.7
CSc1ccc(CC(=O)N(Cc2ccncc2)c2nc3ccc(F)cc3s2)cc1	8.0	0.0	-3.3	0.8
Cc1cc(C)cc(NC(=O)Cn2c(-c3nonc3N)nc3ccccc32)c1	32.2	0.5	-0.3	1.7
CC12CCC(C(=O)N(c3nccs3)C1=O)C2(C)C (configuration not stated)	19.9	0.6	3.4	1.0
Nc1nc2c(c3c1C(=O)NC3=O)CCC2	5.3	-0.1	9.5	-0.7
Cc1ccc(N2C3=C(C(=O)CC(C)(C)C3)C(c3ccccc3)C3=C2c2ccccc2C3=O)cc1 (configuration not stated)	6.7	-0.4	1.5	1.7

Remaining list, next part:
SMILES	MITF inh	FBW7 act	TEAD-YAP inh	GPR151 ag
Nc1nc(SCC(=O)OCc2ccccc2)[nH]c(=O)c1NC(=O)c1ccc(F)cc1	-23.2	-0.1	-7.9	-0.3
O=C(NNC(=O)c1cccc2ccccc12)c1cccc(Cl)c1	14.6	0.0	-6.6	0.6
COc1cccc(-c2csc3ncc(C(=O)Nc4ccc(SC)cc4C)c(=O)n23)c1	8.5	0.5	-9.5	-0.6
Cn1c(=O)c2c(nc(NC3CCCCC3)n2Cc2c(Cl)cccc2Cl)n(C)c1=O	-9.6	-0.1	-10.2	-1.4
COc1ccc(/C=N\Nc2ncccc2[N+](=O)[O-])c(OC)c1	1.9	-0.5	41.0*	-7.1
CC(=O)OC1=C(c2ccc(F)cc2)C(=O)c2ccccc2C1=O	-1.8	-0.3	10.2	-0.5
CCC(=O)Nc1nc(-c2cc(C)ccc2C)cs1	2.4	-0.3	-10.2	-0.2
CCOc1ccc(-c2cc(N)n(S(=O)(=O)c3cccc4nsnc34)n2)cc1	15.0	0.5	-4.4	-0.2
Cc1ccc(N2CCN(S(=O)(=O)N(C)C)CC2)nn1	-11.7	0.1	-0.4	-0.5
CCOC(=O)NC(=O)CSc1nnc(SCCC(=O)O)s1	6.8	0.1	3.1	-0.6
CC(C)CCNC(=O)Cn1c(=O)[nH]c2ccccc2c1=O	17.0	-0.1	-0.4	0.9
Cc1cccc(NC(=O)CSc2ccc3nnc(-c4ccc(Cl)cc4)n3n2)c1C	9.3	0.0	12.1	0.6
O=C(NC1CCCCC1)c1ccc2c(=O)n(C3CCCCC3)c(SCc3cccc([N+](=O)[O-])c3)nc2c1	1.3	0.0	-5.2	-0.8
Cc1cc(OCC(=O)NCc2nc(-c3ccccc3)no2)cc(C)c1Cl	-0.8	-0.1	-7.5	3.3
COc1ccc(Nc2ccnc3ccccc23)cc1	-4.3	-0.1	4.5	0.8
COC(=O)C(O)C(Sc1ccccc1N)c1ccccc1 (configuration not stated)	7.6	0.7	4.0	-0.3
Cc1ccn2cc(-c3ccc(F)cc3)cc2c1	4.0	0.3	-7.1	0.5
O=C(COc1cc(Cl)c(Cl)cc1Cl)NCc1ccco1	-1.9	-0.3	-20.1	0.1

Record cards (already shown). Order of screens: MITF inh | FBW7 act | TEAD-YAP inh | GPR151 ag
`Cc1ccn2cc(-c3ccc(F)cc3)cc2c1` is listed as 4.0 | 0.3 | -7.1 | 0.5
`CCOc1ccc(-c2cc(N)n(S(=O)(=O)c3cccc4nsnc34)n2)cc1` is listed as 15.0 | 0.5 | -4.4 | -0.2
`Cc1ccc(N2CCN(S(=O)(=O)N(C)C)CC2)nn1` is listed as -11.7 | 0.1 | -0.4 | -0.5
`COc1ccc(/C=N\Nc2ncccc2[N+](=O)[O-])c(OC)c1` is listed as 1.9 | -0.5 | 41.0* | -7.1
`CCC(=O)Nc1nc(-c2cc(C)ccc2C)cs1` is listed as 2.4 | -0.3 | -10.2 | -0.2

High-throughput results: PubChem, The Scripps Research Institute Molecular Screening Center
